# ALOX12 inh – ALOX12 (human) lipoxygenase inhibition. P18054. purified 12hLO, xylenol orange hydroperoxide absorbance. Potency, µM (titrated, usually from 108 µM), without a hit: at the highest dose activity change, negative = inhibition, actives largely listed as inhibitors. 580,000 compounds, 1.1% hits. AID 1671190; active = well fitted inhibition curve with a large enough effect; inconclusive = small, poorly fitted or top-dose-only effect, or another doubt; inactive = no such curve, though single readings can be large or run the other way
# Target sequence (P18054 whole entry, looked up): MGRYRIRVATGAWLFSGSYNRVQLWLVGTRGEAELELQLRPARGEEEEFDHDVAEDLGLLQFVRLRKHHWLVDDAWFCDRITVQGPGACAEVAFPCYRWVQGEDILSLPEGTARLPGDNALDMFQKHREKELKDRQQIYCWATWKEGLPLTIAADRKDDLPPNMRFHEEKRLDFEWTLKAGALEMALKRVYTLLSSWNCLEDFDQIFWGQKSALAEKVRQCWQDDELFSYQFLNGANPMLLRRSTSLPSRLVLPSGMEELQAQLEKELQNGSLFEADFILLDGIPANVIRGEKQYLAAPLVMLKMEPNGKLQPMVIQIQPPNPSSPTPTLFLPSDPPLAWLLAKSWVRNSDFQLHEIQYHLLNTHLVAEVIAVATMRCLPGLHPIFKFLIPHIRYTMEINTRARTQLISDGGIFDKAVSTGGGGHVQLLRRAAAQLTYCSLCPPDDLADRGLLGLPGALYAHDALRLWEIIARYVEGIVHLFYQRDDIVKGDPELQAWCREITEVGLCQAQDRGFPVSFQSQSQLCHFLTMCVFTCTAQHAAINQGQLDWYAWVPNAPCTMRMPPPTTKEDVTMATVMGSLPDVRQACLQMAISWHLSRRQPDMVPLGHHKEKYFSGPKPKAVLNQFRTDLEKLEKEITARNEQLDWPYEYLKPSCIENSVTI
#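 Purified human 12hLO at 150 nM in 25 mM Hepes, 0.01% Triton X-100, pH 7.0, preincubated 15 min at room temperature with compound. Reaction started with 40 uM arachidonic acid, 30 min at room temperature. Hydroperoxide measured by Fe-xylenol orange, 573/405 nm absorbance ratio.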
# Numbers without * were called inactive; ? = inconclusive; [ ] = dose if it differs, or a comment. % is scaled to controls: 0 for no effect and ±100 for the full control effect; potency is read from the fitted curve at half-maximal effect. Only part of the results is shown; rates above refer to the full screens.
ALOX12 inh	mol
?	COc1ccc(N2CCC(CNC(=S)Nc3cccc(OC)c3)C2)cc1 (stereo unspecified)
2.1%[6.33 µM]	CN1CCCC2(Cc3ccccc3CN(C(=O)Cc3ccc(O)cc3)C2)C1 (stereo unspecified)
-1.6%[12.5 µM]	Cc1ccc(C(=O)N2CCC(N3CCNC3=O)CC2)cc1
-14.1%	COc1cc(OC)c(NC(=O)Cn2ccn3nc(-c4ccc(F)cc4)c(CO)c3c2=O)cc1Cl
-17.1%	Cc1nc(CCNc2cc(C3CC(O)C3)nc(N)n2)nc2c1CCC2 (stereo unspecified)
77.4%[activator]	Cc1ccccc1-c1noc(CNCc2cc(F)ccc2C(F)(F)F)n1
-0.1%	O=C1CCCCN1CCCC(=O)N1CCOC(CC2CCCCC2)C1 (stereo unspecified)
16.0%	O=S(=O)(N[C@@H]1CCOC[C@H]1O)c1cccc(C(F)(F)F)c1
25.4%	O=C(c1ncccn1)N1CC(F)(F)C[C@H]1c1nc(C2CC2)no1
-0.8%	CCc1cc2c(nc1CC)CCCN2S(=O)(=O)c1cccs1
9.7%	O=C(Nc1cccc(C(F)(F)F)c1)O[C@@H]1CO[C@H]2[C@@H]1OC[C@@H]2n1nnnc1-c1ccccc1
33.0%[activator]	O=c1[nH]c(C2CCN([S+](=O)([O-])c3cccc(C(F)(F)F)c3)CC2)nn1-c1ccc(F)cc1
13.0%[176 µM]	CCC(C)c1nccnc1OC (stereo unspecified)
29.4%	Cc1occc1C(=O)N[C@@H]1CN(c2ncccn2)C[C@H]1CO
?	Nc1ccc2ccc(NS(=O)(=O)N3CCCCC3)cc2c1
74.9%[activator]	COc1ccc(CNC(=O)[C@H]2CNC[C@H](C(=O)N3CCCC3)C2)c(F)c1F
50.6%[activator]	O=C(NCCc1ccncc1)c1ccc(-c2nnc3ccc(NC(=O)C4CCC4)cn23)cc1
?	O=C(c1ccc(F)cc1)N1Cc2[nH]cnc2C[C@H]1c1nc(-c2ccc3c(c2)OCO3)no1
?	CCOC(=O)c1cccn1C1C(=O)N(Cc2ccc(OC)cc2)c2ccc(OC)cc21 (stereo unspecified)
20.0%	Cc1ocnc1C(=O)N1CCC2(CC1)CN(CC(C)c1ccccc1)C(=O)O2 (stereo unspecified)

# Exported as labelled records: part of the list above.
smiles: COc1ccc(N2CCC(CNC(=S)Nc3cccc(OC)c3)C2)cc1 (stereo unspecified)
- ALOX12 inh: ?

smiles: O=c1[nH]c(C2CCN([S+](=O)([O-])c3cccc(C(F)(F)F)c3)CC2)nn1-c1ccc(F)cc1
- ALOX12 inh: 33.0%[activator]

smiles: O=C(NCCc1ccncc1)c1ccc(-c2nnc3ccc(NC(=O)C4CCC4)cn23)cc1
- ALOX12 inh: 50.6%[activator]

smiles: COc1cc(OC)c(NC(=O)Cn2ccn3nc(-c4ccc(F)cc4)c(CO)c3c2=O)cc1Cl
- ALOX12 inh: -14.1%

# Next entries
ALOX12 inh	mol
6.6%[176 µM]	Cc1ccc2c(c1)N1C(=O)OC[C@@H]1CCN(CC1CC1)C2
35.7%[activator]	O=C(NC1CCCCC1)[C@@H]1C[C@@H](O)CN1C1CCN(C(=O)c2ccncc2)CC1
47.4%[activator]	COC1C(=O)N(CC2CC2)C12CCN(C(=O)C(C)C)CC2 (stereo unspecified)
9.6%	COc1cc(F)ccc1Oc1cccc2c1S(=O)(=O)N([C@H](C)c1ccccc1)C[C@@H](COCc1ccccc1)O2
26.9%	O=C(C1CC1)N1CCC(Oc2ccccc2)C1 (stereo unspecified)
68.3%[activator][176 µM]	CN1CCOc2c(C(=O)NCCc3cnc[nH]3)cc(-c3ccccc3)cc21
3.2%	CS(=O)(=O)c1ccc(CN2CCC[C@H]2c2nc(-c3ccc(-c4ccncc4)nc3)no2)cc1
37.5%[activator]	O=C(NCc1ccc(F)cc1F)c1ccc(N2CC3CC(C2)[C@H]2CCCC(=O)N2C3)nc1 (stereo partly specified)
-0.1%	O=S1(=O)c2ccc(N3CCSCC3)cc2Oc2ccccc2CN1Cc1cn(Cc2ccc(Cl)cc2)nn1
80.3%[activator]	CCC1=C(C(=O)OC)C(c2cccc(C)c2)N2C(CC(=O)NCC3CC3)=CSC2=N1 (stereo unspecified)
10.4%	CCOc1cc(=O)n2c(c1C(=O)NCc1cccnc1)CCCCC2
?	CC(=O)NC1(C)CN(Cc2ccc(-c3cccc(F)c3)s2)C1
101.1%[activator]	C[C@@]1(O)CCN(Cc2cccc(F)c2F)C[C@H]1N1CCCC1
44.7%[activator]	Cc1ccc(C)c(-c2cc3c(=O)n(CCNC(=O)c4ccccc4F)ccn3n2)c1
2.3%[176 µM]	COc1ccc(Nc2ccc3nnc(-c4ccccn4)n3n2)cc1
5.5%[176 µM]	CCCCCC(=O)N1CC[C@H]2COC(=O)N2c2cc(F)ccc2C1
?	Cc1cccc(-c2noc([C@@H]3Cc4nc[nH]c4CN3C(=O)Nc3cccc(C#N)c3)n2)c1
30.2%[activator]	Cn1cnc(C(=O)N2CCC(OC3CCN(S(C)(=O)=O)CC3)CC2)c1
-4.9%[176 µM]	Cc1nn(CCC#N)c(C)c1[C@@H]1C=C[C@@H](NS(=O)(=O)c2cccs2)C1
28.8%	CS(=O)(=O)N1CCC2(CC1)CC(c1ccccc1)C(=O)N(C1CC1)C2 (stereo unspecified)
6.4%	NC(=O)c1cccnc1OC1CCNCC1
10.5%[12.5 µM]	COc1ccc(CN2CCC(N3CCNC3=O)CC2)cc1
58.8%[activator]	O=C(C1CCc2ncc(-c3ccc(F)cc3)n2C1)N1CCOCC1 (stereo unspecified)
16.3%	Cc1cn2nc(-c3nc(C4CCCN(C(=O)c5cccs5)C4)no3)cc2c(=O)[nH]1 (stereo unspecified)
-8.0%	CC(C)(C)S(=O)(=O)N1C[C@H]2C(=C(CCO)C[C@H]3C(=O)N(c4ccccc4)C(=O)[C@H]32)[C@@H]1CCO
-10.4%	C#CC1(O)CCC2C3CCC4=Cc5oncc5CC4(C)C3CCC21C (stereo unspecified)
1.5%[57.4 µM]	CN(C)CCC=C1c2ccccc2COc2ccccc21
52.9%[activator]	COCc1noc([C@@H]2CC(F)(F)CN2C(=O)c2cccc(C#N)c2)n1
6.3%	COCCCNC(=O)C[C@H]1C[C@@]2(C(=O)OC)C(=C[C@H](C(C)(C)C)O[C@@H]2C)N(CCC2=CCCCC2)C1=O
24.2%[176 µM]	O=C1N2CCCC2CN1C1CCN(Cc2ccsc2)CC1 (stereo unspecified)
-0.8%	O=C(Nc1ccc2c(c1)OCCO2)C(Nc1ccccc1)c1ccccc1F (stereo unspecified)
9.3%	CNC(=O)[C@@H]1CN(C(=O)CCc2ccccc2)C[C@H]1COC
12.2%	COCc1nc(C2CCCN(C(=O)c3cnccn3)C2)no1 (stereo unspecified)
38.6%	CC(C)CC(=O)N1CCC2(CC1)OCC(C(=O)N1CCOCC1)N2C(=O)c1ccccc1 (stereo unspecified)
66.4%[activator]	Cc1c(C(=O)N2CCn3nc(C(O)CO)cc3C2)sc2ccccc12 (stereo unspecified)
34.7%[activator]	Nc1cccc(-c2ccc(N3CCCCC3)nn2)c1
52.7%[activator]	N#Cc1cccc(NC(=O)O[C@@H]2CO[C@H]3[C@@H]2OC[C@@H]3n2nnnc2-c2ccc(-c3ccccc3)cc2)c1
24.1%	CCNC(=O)N(C1CC1)C1CCOC2(CCN(C(=O)Cc3cccc(OC)c3)CC2)C1 (stereo unspecified)
63.2%[activator]	CC(C)c1nc(C(=O)N(C)C2CCCN(CCCc3ccccc3)C2)cs1 (stereo unspecified)
1.1%[176 µM]	COC(=O)[C@@H](C)NC(=O)[C@H]1CN(C(C)=O)CCN1C(=O)C1CCCCC1
31.1%	COCC1CN(C(=O)COc2ccc(Cl)cc2C)CC12CCNCC2 (stereo unspecified)
?	COc1ccccc1CCn1cnc(-c2cccc(F)c2)c1C(C)C
44.6%[activator]	Cn1c(CCNC(=O)C2(Cc3ccccc3)CCCCC(=O)N2)nc2ccccc21 (stereo unspecified)
20.4%	CS(=O)(=O)N[C@@H]1[C@@H](NC(=O)CCn2nnc3ccccc32)[C@H]2CCO[C@H]21
6.9%[12.5 µM]	O=C(c1ccccn1)N1CCC(N2CCNC2=O)CC1
30.7%[activator]	CCS(=O)(=O)N1CCC(N2C(=O)C3(CCCC3)C2c2ccccc2)CC1 (stereo unspecified)
28.7%	Cc1ccc(C(=O)NC2CCN(c3cn[nH]c(=O)c3)CC2)cc1C
2.3%	COCCN1C(=O)c2ccccc2C(C(=O)Nc2ccc3c(c2)OCO3)C12CCCC2 (stereo unspecified)
-0.4%	COc1cccc(CCC(=O)N2CCC(c3noc(-c4cnccn4)n3)C2)c1 (stereo unspecified)
22.3%[176 µM]	COc1cccc(CN2CC3(C2)C(=O)N(Cc2ccccc2)C(=O)[C@@H]2C[C@@H](O)CN23)c1
48.2%[activator][176 µM]	COc1ccc(S(=O)(=O)N[C@H]2C[C@@H](c3nc(Cc4ccccc4)no3)N(C)C2)cc1
-0.5%	O=C1CCN(S(=O)(=O)c2ccccc2)CCCN(C(=O)Cc2c[nH]c3ccccc23)CCN1
-4.7%	COc1ccc(CN2CC(CNC(=O)Cc3ccccc3)C3(C2)CN(c2ccccc2)C3)cc1O (stereo unspecified)
56.5%[activator]	CN(C)c1ccc(C(=O)N2CCC(Cc3nc(-c4cnccn4)no3)CC2)cc1
11.1%	CC(=O)N1CCc2sc(C(=O)NCc3cccc(Cl)c3)cc2C1
-11.6%	CCOCCn1c(=O)n(CCn2cc(Cl)cn2)c2cc(C(=O)O)cnc21
28.4%	O=C(c1ccncc1)N1CC(c2nc(CCc3ccccc3)no2)C1
18.3%	COCc1cc([C@H]2N[C@@](C)(C(=O)OC)[C@H]3C(=O)N(C)C(=O)[C@@H]23)ccc1OC
31.3%[activator]	CC(C)Oc1ccc2c(NC(=O)c3ncc(F)cc3F)nn(CC(F)(F)F)c2c1
0.0%	Cc1ccc(C2=NCC(C)n3nc4ccccc4c32)cc1 (stereo unspecified)

# 3 of the entries above in order of their number in ALOX12 inh, lowest first:
ALOX12 inh	mol
0.0%	Cc1ccc(C2=NCC(C)n3nc4ccccc4c32)cc1 (stereo unspecified)
28.4%	O=C(c1ccncc1)N1CC(c2nc(CCc3ccccc3)no2)C1
28.7%	Cc1ccc(C(=O)NC2CCN(c3cn[nH]c(=O)c3)CC2)cc1C

# The results go on.
ALOX12 inh	mol
22.4µM*	CC(C)(C)c1ccc(-c2cc(C[C@H]3CNCC[C@H]3CC(=O)NCc3ccc(F)cc3)no2)cc1
8.6%	O=C(c1n[nH]c2ccccc12)N1CCCC(Cc2noc(-c3cnccn3)n2)C1 (stereo unspecified)
10.1%[176 µM]	CNC(=O)C1=NO[C@@H]2CN(CCc3ccccc3)C[C@H]12
3.8%	CC[C@@]1(C(=O)O)C[C@H](C(=O)NCc2ccncc2)[C@H](c2ccc(OC)cc2)N1C
9.8%	COc1ccc(NC(=O)c2ccc3c(c2)N(C)C2CCCCCN2C3=O)cc1 (stereo unspecified)
39.5%[activator]	Cc1ccc(S(=O)(=O)N2C[C@@H](F)C[C@H]2C(=O)N2CCOCC2)c(C)c1
-2.2%	O=C(O)CCC(=O)N[C@H]1CCN2C(=O)c3cc(-c4ccc(F)cc4F)ccc3NC(=O)[C@H]12
34.2%	COc1cc(NC(=O)C23CCCC=C2N(c2ccccc2)C(=O)CC3)cc(OC)c1 (stereo unspecified)
26.2%	Cc1cc(CNC(=O)[C@@H]2CCC[C@@H](NCc3ccc(C(F)(F)F)cc3)CN(C)C(=O)C2)no1
47.3%[activator]	CC(C)CNC(=O)C1CCc2ncc(-c3ccsc3)n2C1 (stereo unspecified)
-3.6%	CN(Cc1ccccc1)C(=O)c1cccc(NC(=O)Cc2cccc(NC(=O)C3CCN(C(=O)CCc4ccccc4)CC3)c2)c1
84.5%[activator]	CC(C)CCN1CC(C(=O)NCCc2ccncc2)C2(CCOCC2)C1 (stereo unspecified)
?	O=C(NC1CCCCC1)N1Cc2[nH]cnc2C[C@H]1c1nc(-c2ccc(F)c(Cl)c2)no1
52.8%[activator]	CN(C)C[C@@H]1CN(Cc2ccncc2)C[C@H]1NC(=O)c1cc(F)cc(F)c1
-1.8%	Cc1cc(=O)n(CC(=O)Nc2ccc(C)c(Cl)c2)c(N2CCC(C)CC2)n1
20µM*	COc1ccccc1N1CCN([C@@H]2[C@H](O)[C@H](CO)O[C@@H]2CNC(C)C)CC1
12.9%	CC(C)CN1C(=O)c2cccn2CC1C(=O)N1CCN(C)CC1 (stereo unspecified)
0.9%[6.33 µM]	O=C(NCc1ccc(F)cc1)C1CCc2nnc(C3CCN(C(=O)Nc4ccc(Cl)cc4)CC3)n21 (stereo unspecified)
-13.3%	O=C1Nc2ccccc2CC12CCCCN2Cc1ccc(OC(F)(F)F)cc1 (stereo unspecified)
54.4%[activator]	O=C(CN1C(=O)COc2ccc(C(=O)COc3ccccc3F)cc21)NC1CCCCC1
8.6%[176 µM]	CN(CC[C@@H]1CC[C@H](O)[C@@H](C(=O)N(C)Cc2ccccc2)O1)Cc1ccccc1
-19.5%[176 µM]	Clc1ccc2oc([C@H]3CCN(Cc4cccs4)C3)nc2c1
34.9%[activator]	CC(C)=CCC1(CO)CCCN(Cc2ccccc2OCCO)C1 (stereo unspecified)
7.8%	Cc1nc(-c2c3n(c(=O)n(CC(=O)NC4CCCCC4)c2=O)CCCC3)no1
26.4%	COCC(=O)N1CCC(Cc2nc(C3CCOCC3)no2)CC1
3.0%	CC(=O)c1cc(CC(=O)N2CCC3(CCCN(C(C)C)C3=O)C2)cs1 (stereo unspecified)
77.5%[activator][176 µM]	COCCNc1ncccc1-c1noc([C@@H]2CCCN2Cc2ccncc2)n1
6.1%	CO[C@H]1C(=O)N(C2CCN(C(=O)c3ccncc3)CC2)[C@H]1c1ccncc1
55.3%[activator]	O=C(O)[C@]12CCCN[C@@H]1CCN(Cc1ccsc1)C2

# Assay outcomes (PubChem BioAssay)
